A549 tox – A549 cytotoxicity, counter-screen for Nrf2 inhibitors; A549 ARE-Fluc cells, CellTiter-Fluor viability, 18-24 h; Potency, µM (titrated, usually from 46 µM), for the others: at the top dose activity change, negative = cytotoxicity, usual class: inhibitors; 390,000 compounds, 0.16% hits; AID 504648; further: potency means the concentration at half of the fitted maximal effect; on the % scale 0 is the no-effect control and ±100 the full control effect
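A549 ARE-Fluc cells in 5% FBS OPTI-MEM, 5000 cells/well, rested 2 h then exposed to compounds in concentration-response for 18-24 h at 37 °C. Viability by CellTiter-Fluor fluorescence (Ex 405/Em 525) after 30 min; luciferase luminescence (BugLite, 15 min, RT) read afterwards.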
IL-1B inflam inh – inhibitors of inflammasome signaling (IL-1 beta secretion). 360,000 compounds, 4.7% hits. THP-1 LPS/ATP IL-1B secretion, AlphaLISA, 16 h; stronger effect = lower value. activity change, % at 57.5 µM; in the data active means activity change below about -50%; inconclusive means mostly about -30% to -49%; further: on the % scale 0 is the no-effect control and ±100 the full control effect
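Secreted IL-1B measured by AlphaLISA bead assay after 16 h compound exposure of THP-1 cells; compounds (final up to 57.5 uM) added 1 h before LPS (250 ng/mL) and ATP (1.25 mM) stimulation; lower signal means less secretion.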
Nrf2 ARE act – Nrf2 pathway activation | AREc32 ARE-luciferase reporter (MCF7-derived line), luminescence, 24 h | 410,000 compounds, 0.31% hits | Potency, µM (titrated, usually from 46.1 µM), for inactives: at the top dose activation, actives largely listed as activators; further: potency means the concentration at half of the fitted maximal effect; % of control where 0% means no effect; nearly all actives have a fitted effect of over 65% in size
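For detection, Steady-Glo was added and plates sat 30 min at RT; before that, AREc32_Fluc cells grown overnight in OPTI-MEM/5% FBS had been treated with 23 nL compound for 24 hr at 37 deg C.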
TGFb SMAD3 inh – inhibitors of TGF-b signaling. HepG2 CAGA-GFP TGF-b/SMAD3 reporter, GFP fluorescence, 18 h; TGF-beta stimulated, 500 pg/mL final. Potency, µM (highest dose often 46.1 µM), for the others: at the top dose activity, negative = inhibition, usual class: inhibitors. 410,000 compounds, 1.2% hits. AID 588855; further: potency means the concentration at half of the fitted maximal effect; on the % scale 0 is the no-effect control and ±100 the full control effect; nearly all actives have a fitted effect of over 65% in size
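GFP signal (ex488/em500-530) from TGF-beta-stimulated HEPG2 CAGA-GFP cells, 500 pg/mL final, 18 h at 37 degrees C in DMEM plus 1% FBS, normalized to unstimulated and DMSO-stimulated controls.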
ATXN2 expr inh – inhibitors of ATXN2 expression | HEK-293 ATXN2-luciferase reporter, luminescence, 24 h | Potency, µM (highest dose often 57 µM), for the others: at the top dose activity change, negative = inhibition, usual class: inhibitors | 360,000 compounds, 0.72% hits | AID 1745845; further: potency means the concentration at half of the fitted maximal effect; on the % scale 0 is the no-effect control and ±100 the full control effect; nearly all actives have a fitted effect of over 55% in size
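ATXN2-luciferase reporter cells (luciferase flanked by upstream and downstream ATXN2 gene portions) were treated 24 h at 37 °C with compounds at up to 57 uM. SteadyGlo luminescence gave expression; GF-AFC fluorescence gave viability.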
HepG2 viability – counter-screen for TGF-b inhibitors: cytotoxicity in HepG2 cells; HepG2 CAGA-GFP viability, ATP luminescence, 18 h; Potency, µM (titrated, usually from 46.1 µM), for inactives: at the highest dose activity change, negative = cytotoxicity, actives largely listed as cytotoxic; 410,000 compounds, 0.76% hits; AID 588856; further: potency means the concentration at half of the fitted maximal effect; some results filed as inactive show a strong effect at the top dose
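CellTiter-Glo luminescence gave cytotoxicity after 18 hours at 37 degrees C. The cells were HepG2 CAGA-GFP in 1% FBS DMEM, stimulated with 500 pg/mL TGF-beta after compound addition. %Activity was normalised to no-cell wells (complete cell-killing) and DMSO (no toxicity), and curves were fitted and classified.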
S2 tox – viability counter-screen for ATXN expression inhibitors; 400,000 compounds, 0.49% hits; Potency, µM (series often up to 56.7 µM), hits mostly cytotoxic; S2 cells (HEK-293 line with an ATXN2-luciferase reporter) viability, CellTiter-Fluor protease fluorescence, 24 h; further: potency means the concentration at half of the fitted maximal effect; nearly all actives have a fitted effect of over 40% in size
MCF10A rerep – induces DNA re-replication in MCF 10a normal breast cells; MCF 10A DNA re-replication, Hoechst nuclear intensity, 48 h; Potency, µM (highest dose often 46.1 µM), without a hit: top-dose activity, positive = re-replication, usual class: activators; 350,000 compounds, 2.9% hits; AID 624296; further: potency means the concentration at half of the fitted maximal effect; % of control where 0% means no effect; nearly all actives have a fitted effect of over 50% in size
Nrf2 block – inhibitors of Nrf2 signaling | A549 ARE-Fluc reporter, luciferase luminescence, 18-24 h | Potency, µM (titrated, usually from 46 µM), for inactives: at the top dose activity change, negative = inhibition, hits mostly inhibitors | 360,000 compounds, 2.1% hits | AID 504444; further: potency means the concentration at half of the fitted maximal effect; on the % scale 0 is the no-effect control and ±100 the full control effect; nearly all actives have a fitted effect of over 60% in size
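Nrf2 activity is the BugLite luminescence, read 15 min after reagent at room temperature, following CellTiter-Fluor cytotoxicity readout (30 min, 37C). Compound titrations were applied for 18-24 h to 5000 A549 ARE_Fluc cells/well in 5% FBS OPTI-MEM.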
* marks the source's active call; other numbers are inactive results; i = inactive; ? = inconclusive; nt = no result given; & = joins results of further samples; [ ] = dose if it differs, or a comment. Unless noted, the call rests on the fitted dose curve; in most records, active means well fitted curve in the direction sought with a large enough effect; inconclusive means small, poorly fitted or top-dose-only effect, or another doubt; inactive means no such curve, though single readings can be large; an effect the other way counts as inactive or inconclusive.

SMILES	A549 tox	IL-1B inflam inh	Nrf2 ARE act	TGFb SMAD3 inh	ATXN2 expr inh	HepG2 viability	S2 tox	MCF10A rerep	Nrf2 block
Cc1cccc2nc(-c3cccnc3)c(Nc3ccc(C(C)C)cc3)n12	-12%	nt	0.2%	?	16µM*	-33%	13µM*	nt	?
CN(C)C(=O)CSc1nc(-c2ccccc2)c(-c2ccccc2)o1	0%	3	-0.5%	18%	-18%	4%	i	8%	?
CCN(CC)S(=O)(=O)c1ccc(C)c(NC(=O)/C=C/c2cccs2)c1	-16%	?	0.1%	-5%	-13%	-10%	?	12%	?
O=c1[nH]c2cc(Cl)ccc2c(O)c1-c1cccc(Oc2ccccc2)c1	-3%	-16	0.6%	-5%	-13%	-18%	i	1%	-16%
COc1ccc(CCNC(=O)c2nnc(Cc3ccc(Cl)cc3)o2)cc1OC	-1%&3%	-28	0.0%&-0.4%	?	-13%&-24%	0%&-13%	i	-13%	-7%&-6%
CCc1nn(C(C)C(=O)Nc2cccc(C)c2C)c(=O)c2cc3occc3n12 (stereo unspecified)	-7%	0	2.7%	0%	11%	8%	i	3%	?
O=C1c2ccccc2S(=O)(=O)N1CC(O)COc1ccc(Cl)cc1 (stereo unspecified)	9%	34	3.1%	-3%	3%	-12%	i	-9%	4%
COc1ccc(CCNS(=O)(=O)c2ccc(Cl)s2)cc1OC	3%	0	2.1%	10%	-10%	-1%	i	12%	-17%
O=C(NCCCN1CCc2ccccc2C1)C1CCN(c2nnc(-n3cccc3)s2)CC1	-12%	-2	3.7%	-19%	-4%	-4%	i	0%	-5%
Cc1csc(NC(=O)CSc2nnc(-c3ccncc3)n2C)n1	-12%	10	0.2%	-3%	0%	0%	i	-5%	-12%
O=C(c1cc(-c2ccncc2)nc2ccc(Br)cc12)N1CCN(c2ccccn2)CC1	-3%	-1	-0.5%	-1%	-5%	-33%	?	18%	nt
COC(=O)COc1ccc(S(=O)(=O)Nc2ccc(C(N)=O)cc2)cc1	1%	-2	-0.4%	-5%	4%	-1%	i	16%	9%
COc1ccccc1N1CCN(C(=O)c2ccc(S(=O)(=O)N3CCCCCC3)cc2)CC1	1%	-9	-0.1%	?	0%	-26%	i	?	-4%
Cc1ccc(S(=O)(=O)Cn2nnnc2C(C(C)C)N2CCN(Cc3ccco3)CC2)cc1 (stereo unspecified)	-2%	?	-0.5%	0%	-7%	-2%	i	-3%	-1%
CC(C)Cc1nnc(NC(=O)CCC(=O)N2CCN(c3ccccn3)CC2)s1	16%	-3	0.2%	-2%	3%	24%	i	21%	-6%

Of the compounds above, 2 contain a thiophene ring, fused or not.
SMILES	A549 tox	IL-1B inflam inh	Nrf2 ARE act	TGFb SMAD3 inh	ATXN2 expr inh	HepG2 viability	S2 tox	MCF10A rerep	Nrf2 block
CCN(CC)S(=O)(=O)c1ccc(C)c(NC(=O)/C=C/c2cccs2)c1	-16%	?	0.1%	-5%	-13%	-10%	?	12%	?
COc1ccc(CCNS(=O)(=O)c2ccc(Cl)s2)cc1OC	3%	0	2.1%	10%	-10%	-1%	i	12%	-17%

More records follow.
SMILES	A549 tox	IL-1B inflam inh	Nrf2 ARE act	TGFb SMAD3 inh	ATXN2 expr inh	HepG2 viability	S2 tox	MCF10A rerep	Nrf2 block
O=C1c2cc(S(=O)(=O)NCCO)ccc2-c2ccc(S(=O)(=O)NCCO)cc21	-3%	-13	-0.1%	19%	-1%	18%	i	-3%	-8%
COc1ccc(CSc2nnc(C)s2)cc1F	4%	-11	-0.4%	1%	-12%[2.22 µM]	-5%	?	-28%	?
CCC(=O)Nc1cccc(NC(=O)c2ccc(C)cc2Cl)c1	8%	-13	0.6%	-13%	29%	-4%	i	-1%	25%
CC1CCN(CCC(=O)N/N=C/c2ccc([N+](=O)[O-])cc2)CC1	-3%	-27	4.1%	?	-19%	-14%	i	-6%	-7%
CC1(C(=O)NS(=O)(=O)c2ccc(Br)cc2)CCN1C(=O)CCc1ccccc1 (stereo unspecified)	nt	10	-1.2%	8%	6%	-6%	i	nt	nt
O=C(CSc1nnc(-c2ccccc2)n1Cc1ccccc1)N1CCCC1	-1%	-2	0.2%	-10%	2%	2%	i	2%	-7%
Cc1ccccc1C(=O)Nc1c(C(=O)N2CCN(C)CC2)cnn1-c1ccccc1	-2%	-2	0.2%	-2%	4%	-4%	i	0%	-1%
O=C(Nc1cccc(-c2ccc3nncn3n2)c1)c1ccco1	-5%	23	27%	-1%	8%	5%	i	-4%	0%
Cc1ccc(NC(=O)CSc2ncc(-c3ccccc3)[nH]2)cc1	10%	nt	5.3%	0%	2%	-25%	i	nt	20%
CCOc1ccccc1C1C(C#N)=C(N)Nc2onc(-c3ccccc3)c21 (stereo unspecified)	-2%	38	?	6%	-2%	2%	i	1%	?
CCN1C[C@@H]2[C@@H]3C(=O)N(Cc4ccccc4)C(=O)[C@@H]3[C@](CC)(C1=O)N2C(=O)c1ccc(Cl)c(Cl)c1	6%	-14	2.9%	-29%	?	-8%	i	8%	0%
COc1ccc(S(=O)(=O)N2CCC(C(=O)NCCC(=O)Nc3cccc(OC)c3)CC2)cc1	9%	2	0.0%	-6%	-22%	0%	i	1%	20%
O=C1COc2ccc(S(=O)(=O)NCc3ccc(Cl)cc3)cc2N1	-4%	38	-0.4%	-2%	nt	-13%	i	0%	7%
Cc1ccc(OCCNC(=O)C2CCCCC2)cc1	-1%	15	0.6%	-14%	23%	-13%	i	?	3%
Cc1ccccc1NC(=O)c1cccc(N2C(=O)C3C4CCC(C4)C3C2=O)c1 (stereo unspecified)	-5%	13	-0.2%	20%	2%	4%	i	-2%	4%
CSc1ccc(CN(C)CC(=O)Nc2cccc(Br)c2)cc1	3%	-4	-0.3%	-2%	-7%	0%	i	1%	-5%
CC1CCCC(C)N1/N=C/c1ccccc1C(=O)O (stereo unspecified)	-7%	0	-0.2%	-1%	nt	0%	i	-7%	2%
COc1ccc(NC(=O)CN(C)C(=O)c2ccc(C)c(S(=O)(=O)N3CCCCC3)c2)cc1	-5%	2	-0.3%	6%	nt	-13%	i	-4%	2%
COc1cccc(NC(=O)CN(C)C(=O)c2ccc(NS(=O)(=O)c3ccc(F)cc3)cc2)c1	-2%	18	-0.4%	5%	-4%	2%	i	-1%	14%
O=C(Nn1c(C2CCCCC2)nc2ccccc2c1=O)c1ccc([N+](=O)[O-])cc1	?	0	3.7%	?	-25%	-27%	i	?	23µM*
COc1ccc2cc3cc(C(=O)N4CCN(c5ccc(C(C)=O)cc5)CC4)sc3nc2c1Cl	5%	nt	-0.8%	0%	-5%	2%	i	nt	nt
CCn1cc(C(=O)OCC(=O)N2C(C)CCCC2C)c(=O)c2ccc(C)nc21 (stereo unspecified)	3%	16	-0.8%	0%	-23%	1%	i	-1%	7%
O=C(Cc1ccc(NC(=O)C2CCCN(C(=O)C3CC3)C2)cc1)Nc1ccc(C(=O)N2CCOCC2)cc1 (stereo unspecified)	-2%	3	-1.3%	?	6%	13%	i	?	5%
CN1CCN(c2ccc(CNS(=O)(=O)c3ccsc3)cc2)CC1	-15%	8	-0.2%	-2%	nt	-9%	i	12%	-12%
Cc1c(N(CC(=O)O)S(=O)(=O)c2ccccc2)c(=O)n(-c2ccccc2)n1C	-1%	1	-0.9%	7%	-13%	1%	i	1%	-5%
Cc1ccc(S(=O)(=O)CCOC(=O)CNC(=O)OCc2ccccc2)cc1	nt	?	23%	3%	nt	1%	i	nt	nt
CCOC(=O)/C(C#N)=C1/C=CN(c2ccc(C)cc2)C=N1	-1%	-2	3.5%	2%	48%[activator]	-3%	i	?	?
O=C(COc1ccc2c3c(c(=O)oc2c1)CCC3)Nc1ccc(CCO)cc1	-3%	-53*	-0.6%	15%	2%	-3%	i	-1%	-19%
CC1=C(C(=O)Nc2ccc(C)cc2)C(c2ccc(Cl)cc2)n2nnnc2N1 (stereo unspecified)	-1%	nt	?	-13%	?	-21%	i	nt	nt
Cc1cnc([N+](=O)[O-])n1CCOC(=O)NC(=O)c1ccc(F)cc1	0%	34	-0.3%	-3%	5%	-2%	i	-1%	5%
Cc1c(C(=O)N2CCC3(CC2)CC(=O)c2ccccc2O3)cccc1[N+](=O)[O-]	-2%	33	-0.8%	-3%	-1%	-23%	i	-12%	9%
Cc1cc(C)n2nc(SCC(=O)N/N=C/c3ccccc3F)nc2n1	-11%[1.84 µM]	1	0.0%	-23%	-10%	-3%	i	3%	-9%
CC1(C)CC(=O)C(Sc2ccccc2[N+](=O)[O-])=C(O)C1	?	22	0.1%	-1%	1%	1%	?	-3%	-4%
O=C(CCSc1ccc(Cl)cc1)N1CCN(S(=O)(=O)c2ccccc2)CC1	0%	-13	-0.4%	-40%	-15%	-15%	i	?	-20%
CCCC1=NN(C(=O)C(=O)Nc2ccc(Br)cc2)C(O)(C(F)(F)F)C1 (stereo unspecified)	-17%	21	-0.9%	?	?	-78%	?	17%	-2%
Cc1ccc(F)c(CNC(=O)C2CCC(=O)N(CCN3CCOCC3)C2)c1F (stereo unspecified)	-1%	3	-0.5%	-7%	13%	-13%	i	3%	?
COC(=O)CCC(=O)Nc1cccc(Br)c1	-3%	18	0.2%	-10%	-5%	1%	i	6%	15%
CCCN(CC1CC1)S(=O)(=O)c1ccc(-n2cnnn2)c(OC)c1	8%	-11	-0.1%	-1%	3%	0%	i	1%	7%
CC[C@H](C)[C@@H]1NC(=O)c2cc([N+](=O)[O-])cc(F)c2NCCCC[C@@H](C(N)=O)NC(=O)[C@H](CC(N)=O)NC1=O	-24%	4	-0.4%	-1%	9%	0%	i	2%	4%
CCCC(=O)Nc1nc2ccc(NC(=O)c3c(F)c(F)c(OC)c(F)c3F)cc2s1	-22%	12	-0.1%	?	-26%	-10%	?	?	-27%

Screens: PubChem BioAssay, National Center for Advancing Translational Sciences (NCATS)
